High-throughput results as filed in PubChem BioAssay.
CHRM4 PAM: CHRM4 positive allosteric modulation; 0.4% of 360,000 active; activation, % at 3 µM; P08173; CHO-K1 hM4/Gqi5, Fluo-8 calcium fluorescence, ACh EC20; 0% = ACh EC20, 100% = maximal ACh; AID 624126;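 active = activation above its plate's cutoff, the mean activation of sample wells plus 3 SD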; also: some results filed as inactive read as strong as hits
M5 antag: blocks acetylcholine activation of human M5 receptor; P08912; CHO-hM5 cells, Fluo-8 calcium fluorescence, ACh EC80; inhibition, % at 3 µM; 0.59% of 360,000 active; AID 624040;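 active = inhibition above a per-plate cutoff, the mean of that plate's test compounds plus 3 SD, cut at about 27% in these data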;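 also: 0% = acetylcholine EC80 with DMSO and 100% = DMSO without agonist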
Target sequence (P08912 whole entry, looked up): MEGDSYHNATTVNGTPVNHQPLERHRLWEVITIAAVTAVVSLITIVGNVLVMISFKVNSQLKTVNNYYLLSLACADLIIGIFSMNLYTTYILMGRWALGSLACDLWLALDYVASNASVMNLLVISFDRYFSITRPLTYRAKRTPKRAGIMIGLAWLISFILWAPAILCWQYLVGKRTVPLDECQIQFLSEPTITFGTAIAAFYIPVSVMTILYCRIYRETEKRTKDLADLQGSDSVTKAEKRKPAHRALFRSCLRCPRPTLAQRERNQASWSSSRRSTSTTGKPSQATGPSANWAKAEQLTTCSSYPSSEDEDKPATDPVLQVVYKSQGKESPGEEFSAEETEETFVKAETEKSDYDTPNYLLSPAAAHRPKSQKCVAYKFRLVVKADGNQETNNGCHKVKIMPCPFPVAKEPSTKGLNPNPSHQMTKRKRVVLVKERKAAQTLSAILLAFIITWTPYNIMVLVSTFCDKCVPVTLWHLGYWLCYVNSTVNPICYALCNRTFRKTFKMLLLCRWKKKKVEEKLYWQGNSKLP
M5 PAM: potentiates acetylcholine response at human M5 receptor. CHO-K1 hM5, Fluo-8 calcium, ACh EC20 PAM; 0% = ACh EC20, 100% = ACh EC100. P08912. activation, % at 3 µM. 0.3% of 360,000 active;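 active = activation above the run cutoff, the mean activation of all test compounds plus 3 SD, cut at about 18% in these data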
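Assay system: CHO-K1 hM5 cells. Also added: acetylcholine at EC20 concentration, added after compound. Dosing: 3 µM, single dose. Times: compound preincubation 140 s before EC20 acetylcholine addition. Signal: Fluo-8 calcium fluorescence. Measure: % activation relative to EC20 and EC100 ACh responses. Repeats: singlicate, one well per test compound.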
CHRM4 agonist: agonists of human muscarinic M4 receptor (CHRM4); P08173; AID 624127; 0.14% of 360,000 active; CHO-K1 hM4/Gqi5, Fluo-8 calcium fluorescence; vehicle 0%, full acetylcholine response 100%; activation, % at 3 µM;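 active = activation above the run mean over all test wells plus 3 SD, cut at about 32% in these data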;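 also: peak over basal fluorescence ratio per well then scaled between controls; 0% = DMSO wells and 100% = acetylcholine at EC100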
CRFR2-BP ag: agonists of human CRF-binding protein/CRF-R2 receptor complex | HEK293 CRF-R2/CRF-BP, calcium dye fluorescence (FLIPR); percent of saturating CRF peptide response | activation, % at 13.2 µM | 0.46% of 350,000 active | AID 588473;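 active = activation of at least 50%, plus an integration ratio under a set limit after plate pattern correction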;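 also: plate controls were neutral control wells without compound for no effect and CRF at EC100 for full effect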
CRFR2-BP antag: antagonists of CRF-binding protein/CRF-R2 receptor complex; HEK293 CRF-R2/CRF-BP, CRF-induced calcium fluorescence; inhibition, % at 11.8 µM; 0.59% of 350,000 active;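 active = inhibition of the ligand-induced calcium signal above about 50% at the single tested concentration, limit read from the data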
CHRM4 antagonist: CHRM4 antagonism in calcium assay. P08173. CHO-hM4 cells, ACh EC80, Fluo-8 calcium fluorescence. inhibition, % at 3 µM. 0.73% of 360,000 active;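 active = inhibition above its plate's cutoff, the mean inhibition of sample wells plus 3 SD, cut at about 27% in these data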;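 also: 0% = acetylcholine EC80 with DMSO and 100% = DMSO without agonist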
CHRM5 agonist: agonists of human muscarinic M5 receptor (CHRM5); AID 624037; 0.19% of 360,000 active; P08912; CHO-K1 hM5 cells, Fluo-8 calcium fluorescence; 0% DMSO wells, 100% maximal acetylcholine response; activation, % at 3 µM;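 active = activation above the run's mean over test compounds plus 3 SD, cut at about 23% in these data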;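 also: signal is peak over basal fluorescence ratio across the kinetic read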
M1 PAM: potentiates human M1 receptor response to acetylcholine | CHO-K1 hM1, Fluo-8 calcium fluorescence, ACh EC20; 0% = ACh EC20, 100% = maximal ACh | P11229 | AID 588819 | activation, % at 3 µM | 0.088% of 360,000 active; in the data active = activation above about 19%, passing the limit was not always enough
Target sequence (P11229 whole entry, looked up): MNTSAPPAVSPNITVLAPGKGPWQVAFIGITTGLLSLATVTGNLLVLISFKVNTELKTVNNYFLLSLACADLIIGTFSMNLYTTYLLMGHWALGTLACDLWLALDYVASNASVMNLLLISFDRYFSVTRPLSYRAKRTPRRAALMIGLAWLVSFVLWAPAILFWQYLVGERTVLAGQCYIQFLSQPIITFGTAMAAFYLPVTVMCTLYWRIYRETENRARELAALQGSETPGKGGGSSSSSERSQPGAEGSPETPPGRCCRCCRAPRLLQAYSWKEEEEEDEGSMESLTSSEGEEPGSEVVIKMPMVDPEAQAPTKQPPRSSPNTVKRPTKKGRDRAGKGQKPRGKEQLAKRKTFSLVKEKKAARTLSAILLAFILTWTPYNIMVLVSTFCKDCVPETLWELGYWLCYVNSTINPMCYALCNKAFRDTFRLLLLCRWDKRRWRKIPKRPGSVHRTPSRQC
* marks the source's active call; other numbers are inactive results; . = no result given.

SMILES	CHRM4 PAM	M5 antag	M5 PAM	CHRM4 agonist	CRFR2-BP ag	CRFR2-BP antag	CHRM4 antagonist	CHRM5 agonist	M1 PAM
COc1ccc(C(=O)NCN2CCN(c3ccccc3)CC2)cc1OC	7.0	3.5	3.6	1.1	0.0	-15.7	-5.8	1.1	9.3
CCOC(=O)COn1c(=O)c(-c2ccc(OCC)cc2)[n+]([O-])c2ccccc21	-3.4	0.9	1.6	0.9	-2.1	-0.2	-0.5	-3.1	-6.2
CNc1ccccc1C(=O)OCC(=O)Nc1ccc2c(c1)OCO2	0.5	-1.5	-2.4	1.4	-1.2	0.2	3.9	1.1	-0.3
COc1ccc2cc(OCC(=O)NNC(=O)Nc3ccc(C(C)=O)cc3)ccc2c1	-4.5	7.4	-3.6	7.8	1.5	13.5	5.1	-0.2	2.2
CCN1CCN(C(=O)CN2C(=O)COc3ccc(C)cc32)CC1	2.4	-4.4	-2.8	2.3	3.1	0.4	-10.3	-5.2	-0.1
COC(=O)Nc1snnc1C	8.8	13.6	-3.1	0.1	-0.2	13.3	4.6	-0.4	4.7
CC1(C)CC(=S)Nc2ccccc2S1	-4.8	-10.2	5.0	-0.2	-0.1	6.0	12.9	-1.9	6.0
CN(C)c1ccc(O)c2c1CC1CC3[C@@H](N(C)C)C(=O)C(C(N)=O)C(=O)[C@]3(O)C(=O)C1C2=O (stereo partly specified)	-8.1	2.1	-10.3	11.8	-0.8	3.7	-11.8	4.9	-2.0
CCCN(CC(=O)Nc1ccccc1C)C(=O)c1ccc2[nH]c3c(c2c1)CC(C)CC3 (stereo unspecified)	-5.3	11.4	-19.7	20.7	-0.6	-10.4	-1.4	2.7	0.8
CCCCn1c(SCC(=O)NCc2ccc(OC)c(C(=O)O)c2)nc2cc(S(N)(=O)=O)ccc21	0.8	-8.0	3.8	-0.1	-0.4	6.2	2.2	0.3	22.7
O=C(CCN1C(=O)C2C3C=CC(C4CC34)C2C1=O)OCC(=O)c1ccccc1 (stereo unspecified)	-1.2	-4.8	-6.4	3.9	-11.5	-16.1	1.8	-0.9	6.9
COc1ccc(CCN2CC(C(=O)NCCN3CCOC3=O)CCC2=O)cc1 (stereo unspecified)	3.1	-10.8	7.6	0.4	-0.5	-7.7	0.5	0.1	7.7
CCOC(=O)COc1cc(O)c2c(=O)cc(-c3ccccc3)oc2c1	2.1	-19.7	3.5	1.2	-1.5	3.7	-2.4	1.6	10.5
CCOc1cc2[nH]c(=O)n(CCCC(=O)N(C)Cc3ccccc3)c(=O)c2cc1OCC	-4.0	9.9	0.4	3.5	0.7	3.8	0.0	-1.1	5.7
CCOc1ccc(CN2CCN(Cc3cccn3-c3nccs3)CC2CCO)cc1 (stereo unspecified)	-8.7	3.5	2.4	0.8	-1.2	2.8	-3.0	-9.3	-3.5
O=C(NC(=S)N1CCc2ccccc21)c1ccccc1Br	14.3	-2.2	-1.4	0.5	-1.2	-2.6	-9.3	-5.3	-2.7
C/C(=N\NC(=O)c1ccc(CN(C)S(=O)(=O)c2ccc(C)cc2)cc1)c1ccc(OC(F)F)cc1	-2.5	-2.5	-4.6	0.7	-0.6	28.2	1.1	-0.7	-2.6
OCC1(CCCc2ccccc2)CCN(C2CCC2)CC1	-4.2	0.2	-1.2	0.9	1.2	-7.2	4.1	1.9	6.0
CC(C)(CNC(=O)Cc1ccc(NS(=O)(=O)c2cccc(C(F)(F)F)c2)cc1)N1CCOCC1	1.3	1.7	-0.8	1.7	1.3	-5.6	7.6	-3.5	-12.6
Cc1ccc(CNC(=O)CCCn2c(=O)c3ccccc3n(CC(=O)NC3CCCC3)c2=O)cc1	1.6	-7.2	1.6	0.3	-1.2	-5.8	-6.9	-1.5	3.0
COc1ccc(CN2C(=NC(=O)c3ccccc3)SC3CS(=O)(=O)CC32)cc1OC (stereo unspecified)	-1.2	5.8	-4.0	1.1	-0.6	-3.7	5.7	-1.5	2.7
O=C(NNC(=S)Nc1ccc(Cl)c(Cl)c1)c1ccccn1	-7.0	9.3	-2.0	1.4	-2.4	-0.6	-2.4	-1.4	1.8
O=c1cc(-c2ccc(O)cc2)oc2cc(O)c(C3OC(CO)C(O)C(O)C3O)c(O)c12 (stereo unspecified)	3.2	1.8	-4.0	0.9	-0.2	-8.7	-1.9	5.0	3.1
CCCCN(CCCC)CC(O)COc1ccc(Br)cc1 (stereo unspecified)	-1.8	15.5	-5.9	0.8	0.3	6.0	0.7	-1.1	-1.0
CCN(CC(=O)Nc1ccc(NC(C)=O)cc1)C(=O)CCCc1nc2ccccc2c(=O)[nH]1	7.2	-1.3	0.1	0.5	0.0	12.8	-2.6	2.7	11.7
New compounds follow:
SMILES	CHRM4 PAM	M5 antag	M5 PAM	CHRM4 agonist	CRFR2-BP ag	CRFR2-BP antag	CHRM4 antagonist	CHRM5 agonist	M1 PAM
COc1ccc(C(=O)Nc2c(N)nc[nH]c2=O)cc1	3.9	-1.8	6.2	0.4	-1.1	30.5	-1.3	0.9	10.1
O=C(Nc1ccc(Br)cc1)/C(=C/c1cccc([N+](=O)[O-])c1)NC(=O)C1CCCCC1	-0.8	-2.4	3.3	-0.3	1.8	1.8	6.5	3.2	9.3
CC1CN(C(=O)CCNC(=O)c2ccc(Cl)cc2)CC(C)O1 (stereo unspecified)	5.1	11.2	-3.5	0.8	0.3	-16.6	-18.1	-6.1	6.0
COc1ccccc1Cn1c(=S)[nH]c2cc(C(=O)NCCN3CCOCC3)ccc2c1=O	-1.3	1.2	3.8	0.5	-0.3	7.5	7.5	2.0	6.5
O=C1c2cccc3c([N+](=O)[O-])ccc(c23)C(=O)N1c1ccc(Cl)cn1	-13.4	25.4	-20.5	4.2	18.7	91.2*	31.7*	-6.6	-17.1
O=C(CSc1nnc(-c2ccccc2)n1-c1ccc(Cl)cc1)NNC(=S)Nc1ccccc1	-3.3	1.2	3.1	-0.4	-1.3	8.1	3.4	-3.2	12.2
CC(NC(=O)c1ccc(Cl)c(Cl)c1)c1ccc(-c2ccccc2)cc1 (stereo unspecified)	4.5	-5.4	-5.0	0.8	2.4	5.3	-1.8	-1.4	-1.9
Cc1nc2ccc(S(=O)(=O)Nc3cccc(-c4nc5cccnc5s4)c3C)cc2s1	-9.7	17.1	-19.9	18.2	1.0	-43.1	3.0	10.8	-19.1
COc1ccc(S(=O)(=O)Nc2nc3ccccc3nc2NCC2CCCO2)cc1 (stereo unspecified)	-4.0	9.3	-3.5	0.2	-1.1	113.1*	1.5	-1.4	3.7
CC1CCN(C(=O)COC(=O)c2cc(S(=O)(=O)N3CCOCC3)ccc2Cl)CC1	4.1	4.2	1.6	3.5	-0.7	-3.2	-6.9	2.3	7.9
CCN(CC)c1ccc(C2C(C(=O)OC)=C(C)NC(C)=C2C(=O)OC)cc1	-18.3	8.4	-16.8	-0.2	-0.4	2.2	13.6	-8.0	-26.4
Cn1cnc([N+](=O)[O-])c1Oc1ccccc1	4.8	2.5	-4.8	0.5	5.1	13.8	-5.2	-1.9	11.2
COc1ccc(NC(=S)NCCSc2ccc(Cl)cc2)c(OC)c1	-10.3	9.0	-10.5	1.9	-0.2	14.6	0.8	-10.4	13.7
COc1ccc(OC)c(C(C)NC(=O)c2ccco2)c1 (stereo unspecified)	-0.2	-5.0	6.0	1.7	-0.7	-4.2	3.7	-3.3	5.2
CC(NC(=O)CCNC(=O)c1ccco1)c1ccccc1 (stereo unspecified)	8.1	-2.1	2.7	1.2	-4.5	28.9	-24.5	-2.1	7.4
Cc1nc([N+](=O)[O-])c(Br)n1CC(=O)c1ccccc1	9.6	7.7	0.2	2.9	0.1	5.3	0.6	0.8	11.2
O=C1CCCN1c1ccc(S(=O)(=O)N2CCN(c3ccccn3)CC2)cc1	8.9	-6.6	-2.7	4.2	-0.4	4.9	2.5	2.2	10.1
CC1(C)CC(=O)c2c(nn(-c3ccccc3)c2N)C1	5.1	5.4	-4.2	1.0	-0.9	2.2	1.9	2.6	6.3
Cc1ccc(S(=O)(=O)NCN2C(=O)c3ccccc3C2=O)cc1	-1.2	-7.9	0.2	-0.1	-4.4	-1.4	-0.6	0.3	-2.5
OCCC1CN(Cc2cccc3nccnc23)CCN1Cc1ccc(F)c(F)c1 (stereo unspecified)	-3.1	-7.0	2.0	1.0	7.7	26.7	8.0	-4.9	10.1
CC(=O)Nc1cc(-c2ccc(S(C)(=O)=O)cc2)cn2c(-c3ccc(F)c(Cl)c3)cnc12	-2.1	14.1	-2.3	-0.2	.	.	8.6	-1.1	-4.1
Cc1sc(NC(=O)c2cccs2)nc1-c1ccccc1	-1.4	2.0	-4.8	4.9	-2.1	-30.0	-11.2	-4.9	-1.2
Cc1ccc(S(=O)(=O)N2CCCC(NC(=O)N3CCN(c4ccccc4)CC3)C2)cc1 (stereo unspecified)	-0.5	0.3	-19.4	2.6	-0.6	-20.3	-9.1	-11.6	-1.9
CCn1c(CCCNC(=O)c2ccc(F)cc2)nc2ccccc21	-1.4	-0.9	0.3	3.1	-1.7	-37.0	1.8	-2.6	6.5
CC(C)N(C(=O)c1ccc(-c2ccccc2F)cc1)C(C)C	-4.5	5.2	-5.1	-0.1	4.0	-21.6	-1.4	-4.3	9.6
(next part)
SMILES	CHRM4 PAM	M5 antag	M5 PAM	CHRM4 agonist	CRFR2-BP ag	CRFR2-BP antag	CHRM4 antagonist	CHRM5 agonist	M1 PAM
CCOC(=O)C1(Cc2ccccc2)CCN(Cc2cn(CC(=O)OC)c3ccccc23)CC1	19.8*	-0.9	3.1	4.1	-0.3	-7.1	-12.1	-5.1	3.9
Cc1ccc(C(=O)O)cc1NC(=O)CCc1ccccc1	3.5	-2.0	2.6	1.2	0.9	-0.8	5.0	-3.0	1.3
C=CCNC(=O)c1ccc(C2SCC(=O)N2Cc2ccccc2)cc1 (stereo unspecified)	-19.8	4.9	-5.3	0.9	-0.3	-4.2	15.2	-17.3	-12.1
CNC(=O)Nc1ccc(S(N)(=O)=O)cc1	10.1	4.3	0.7	0.6	-0.3	13.1	-5.6	0.8	11.5
Cc1cccc(Nc2nc(N)c([N+](=O)[O-])c(N3CC(C)OC(C)C3)n2)c1 (stereo unspecified)	3.1	-0.1	0.8	2.0	0.2	-41.1	1.5	-1.1	4.3
FC(F)(F)c1cc(-c2ccccn2)nc2cc(-c3ccccc3)nn12	0.5	4.2	5.9	0.4	2.3	1.8	16.1	-0.5	10.5
COc1cc(/C=N/NC(=O)c2cccnc2)ccc1OCC(=O)Nc1ccc(C)cc1	-5.1	-10.5	-6.4	7.0	-0.5	11.6	-4.1	5.8	-0.2
CC1(C)CC(NC(=O)c2cc(S(=O)(=O)N3CCOCC3)ccc2Cl)CC(C)(C)N1	2.0	2.1	0.0	1.7	-0.2	-3.9	6.0	6.8	6.7
COc1ccc(S(=O)(=O)NCC(=O)NC2CC2)cc1OC	11.6	8.1	1.2	0.4	0.0	1.2	-6.0	-2.3	16.0
COC(=O)c1ccc(N2CCN(C)CC2)c(NC(=O)COc2ccc(OC)cc2)c1	10.8	-0.7	-2.9	5.1	-1.5	-0.9	0.0	-0.5	12.1
